Bioassay records: PubChem BioAssay, National Center for Advancing Translational Sciences (NCATS)
Abeta yeast res: restores growth of yeast expressing A-beta42 peptide. yeast expressing A-beta42, growth rescue, OD600, 48 h; response scale: 0% DMSO, 100% iron-clioquinol control. Potency, µM (highest dose often 46.1 µM), without a hit: at the highest dose growth rescue, most hits filed as activators. 410,000 tested, 0.063% active; also: potency is read from the fitted curve at half-maximal effect; nearly all actives have a fitted effect of over 55% in size
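Growth rescue measured by 600 nm absorbance after 48 h yeast culture at 30 C with compound. Values normalized between DMSO and an equimolar ferric chloride plus clioquinol control.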
TDP43 rescue: TDP-43 toxicity inhibition in yeast | Potency, µM (top dose mostly 46.1 µM), inactives show at the top dose growth rescue (activation), hits mostly activators | TDP-43 expressing yeast growth rescue, BacTiter-Glo, 24 h | 410,000 tested, 1.8% active | AID 652104; also: potency is read from the fitted curve at half-maximal effect; % of control where 0% means no effect; nearly all actives have a fitted effect of over 50% in size
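Cell-based yeast growth screen: TDP-43 expression induced in galactose, inoculum OD600=0.02 after raffinose pregrowth to mid-log. Read-out BacTiter-Glo luminescence at 24 hr, 30 deg C; inhibition of toxicity seen as signal increase.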
D3 antag: blocks the human D3 dopamine receptor | P35462 | D3R cells, DiscoveRx beta-arrestin luminescence, antagonist mode; active compounds read low | max response, negative = inhibition, % | 360,000 tested, 2.5% active | AID 652054; in the data active = max response below about -50%; inconclusive = no clear call, values can overlap the other calls; also: % is scaled to controls: 0 for no effect and ±100 for the full control effect; mostly tested at two doses, the higher about 12 µM
Target sequence (P35462 whole entry, looked up): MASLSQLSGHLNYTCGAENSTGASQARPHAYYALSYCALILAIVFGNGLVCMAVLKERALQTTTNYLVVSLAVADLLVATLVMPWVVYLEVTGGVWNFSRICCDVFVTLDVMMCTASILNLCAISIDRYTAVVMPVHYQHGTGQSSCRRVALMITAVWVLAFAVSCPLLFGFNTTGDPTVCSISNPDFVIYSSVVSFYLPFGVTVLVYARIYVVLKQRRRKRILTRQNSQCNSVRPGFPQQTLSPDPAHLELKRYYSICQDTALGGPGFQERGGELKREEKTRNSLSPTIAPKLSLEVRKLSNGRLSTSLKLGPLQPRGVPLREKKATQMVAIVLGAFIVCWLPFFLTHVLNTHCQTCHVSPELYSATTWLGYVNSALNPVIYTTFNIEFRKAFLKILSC
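Cells plated overnight at 1500 cells/well, then exposed to library compounds with dopamine controls for 90 minutes at 37 degrees C. DiscoveRx reagent added for 30–60 minutes at room temperature; luminescence read, quantitative HTS format.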
EPAC2 ag: EPAC2 (human) agonism | AID 720711 | 360,000 tested, 0.079% active | Potency, µM (highest dose often 154 µM), inactives show at the highest dose activation, usual class: activators | Q8WZA2 | EPAC2 activation, biochemical qHTS; response scale: 100% = 6.5 mM cAMP response; also: potency is read from the fitted curve at half-maximal effect; nearly all actives have a fitted effect of over 50% in size
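Nucleotide exchange monitored as fluorescence drop when BODIPY-GDP leaves Rap1B. Reaction: 100 nM EPAC2, 250 nM RAP1B-BODIPY-GDP, 50 uM GDP, room temperature, kinetic read over 30 min. Activity expressed relative to 6.5 mM cAMP.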
FUS suppressor: suppressors of FUS proteinopathy in yeast; S. cerevisiae FUS-expressing, growth rescue, OD600, 24 h; Potency, µM (highest dose often 76.6 µM), inactives show at the highest dose growth rescue (activation), usual class: activators; 390,000 tested, 0.24% active;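 also: potency is read from the fitted curve at half-maximal effect; plate controls were DMSO vehicle for no effect and reference control for full effect; nearly all actives have a fitted effect of over 55% in size; some results filed as inactive show a strong effect at the top dose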
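Yeast FUS proteinopathy model; galactose-induced FUS (2%), starting OD 0.005. Cpds in dilution series, 24hr, 30C, 99% humidity. Abs 600 nm growth. Pos ctrl CP55940 (top 92uM final); neg ctrl DMSO.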
aSyn rescue: alpha-synuclein toxicity inhibition in yeast; Potency, µM (top dose mostly 46.1 µM), inactives show top-dose growth rescue (activation), hits mostly activators; 370,000 tested, 0.14% active; Yeast expressing alpha-synuclein, growth rescue, BacTiter-Glo, 24 h; also: potency is read from the fitted curve at half-maximal effect; % of control where 0% means no effect; nearly all actives have a fitted effect of over 65% in size
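Rescue of yeast growth: cells expressing toxic alpha-synuclein, induced in galactose at OD600 0.02, incubated with compound 24 h at 30 C. ATP luminescence quantified growth; inhibitors of toxicity appear as activators.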
EPAC2 antag: blocks human EPAC2 exchange factor; Q8WZA2; EPAC2 GEF exchange of Rap1B-BODIPY-GDP, fluorescence; Potency, µM (top dose mostly 114 µM), without a hit: at the top dose activity, negative = inhibition, usual class: inhibitors; 360,000 tested, 0.18% active; also: potency is read from the fitted curve at half-maximal effect; % is scaled to controls: 0 for no effect and ±100 for the full control effect; nearly all actives have a fitted effect of over 45% in size; many of its hits are not listed in these tables
D3 ag: agonists of human D3 dopamine receptor; D3R DiscoveRx beta-arrestin cells, luminescence, 90 min; 410,000 tested, 0.58% active; P35462; max activation, %; AID 652048; in the data active = max activation above about 30%; also: 0% is about no effect; mostly tested at two doses, the higher about 12 µM
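Agonist-mode cell screen: cells plated at 1500/well and incubated overnight at 37 °C, then exposed to library compounds for 90 min at 37 °C. Detection reagent was added for 30–60 min at room temperature, and luminescence was read.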
An asterisk follows results filed as active; ? = inconclusive; . = no result given; [ ] = remark or other dose. Unless noted, calls follow the shape of the dose curve; as a rule, active = well fitted curve in the direction sought with a large enough effect; inconclusive = small, poorly fitted or top-dose-only effect, or another doubt; inactive = no such curve, though single readings can be large; an effect the other way counts as inactive or inconclusive. This is a subset; rates above refer to the full screens.

Start of the data: the first 2 records, to show the layout:
1: C#CCNC(=O)C1=C[C@@H](C2CCCCC2)C[C@@H](OCCCCO)O1
2: Cc1ccc(S(=O)(=O)N2CCOCC2)cc1NC(=O)c1ccc(F)cc1F

compound no.	1	2
Abeta yeast res	19%	-7%
TDP43 rescue	13%	1%
D3 antag	4	8
EPAC2 ag	2%	-5%
FUS suppressor	6%	4%
aSyn rescue	-6%	4%[1.84 µM]
EPAC2 antag	2%	4%
D3 ag	28	-7

The list itself, previewed entries included:
1: C#CCNC(=O)C1=C[C@@H](C2CCCCC2)C[C@@H](OCCCCO)O1
2: Cc1ccc(S(=O)(=O)N2CCOCC2)cc1NC(=O)c1ccc(F)cc1F
3: CC(C)CCNc1nc2c(cc1C#N)COC(C)(C)C2
4: CC(=O)Nc1ccc(S(=O)(=O)NCC(=O)OCC(=O)N2CCc3ccccc32)cc1
5: COc1ccc(-n2ncc3c(N4CCC(C(N)=O)CC4)ncnc32)cc1

compound no.	1	2	3	4	5
Abeta yeast res	19%	-7%	-6%	2%	13%
TDP43 rescue	13%	1%	-6%	-12%	0%
D3 antag	4	8	22	3	-11
EPAC2 ag	2%	-5%	-1%	-1%	3%
FUS suppressor	6%	4%	18%	?	12%
aSyn rescue	-6%	4%[1.84 µM]	-6%	-5%	-7%
EPAC2 antag	2%	4%	-2%	2%	11%
D3 ag	28	-7	-2	0	1

6: O=C(Nc1cccc2ccccc12)c1ccc(OC(=S)N2CCOCC2)cc1
7: CC1CCCC(C)N1C(=O)COC(=O)c1cc(S(=O)(=O)N2CCOCC2)ccc1Cl (stereo unspecified)
8: CCn1cc(/C=C/C(=O)Nc2c(C)nn(Cc3ccccc3)c2C)cn1
9: CC(=O)Oc1ccc(/C=N/NC2=NS(=O)(=O)c3ccccc32)cc1
10: CC(C)CCNC(=O)CCCC1=NS(=O)(=O)c2ccccc2N1

compound no.	6	7	8	9	10
Abeta yeast res	-3%	8%	2%	-12%	-7%
TDP43 rescue	-42%[inhibitor]	13%	10%	9%	-3%
D3 antag	?	0	-14	-16	3
EPAC2 ag	18%	5%	-9%	0%	4%
FUS suppressor	7%	8%	-21%	9%	.
aSyn rescue	-6%	4%	4%	-4%	-9%
EPAC2 antag	4%	-3%	10%	15%	20%
D3 ag	-6	-1	6	-1	-3

11: Cc1ccc(NC(=O)c2ncn(CCCNCC3CCCCC3)n2)cc1C
12: Cc1oc2ncnc(N3CCCCC3)c2c1C(=O)NCC1CCN(Cc2cccc(F)c2)CC1
13: CCN(C(=O)CSc1nc2ccccc2n1CC(=O)N(C)C1CCCCC1)c1ccccc1
14: Cc1ccc(-n2c(C(C)C)nc3oc4ccccc4c(=O)c3c2=O)cc1
15: O=C(COc1ccccc1Cl)Nc1ccc(OCc2cc(=O)n3ccsc3n2)cc1

compound no.	11	12	13	14	15
Abeta yeast res	3%	-18%	-22%	-19%	1%
TDP43 rescue	23%	9%	-16%	0%	12%
D3 antag	15	.	.	-2	.
EPAC2 ag	3%	.	.	3%	.
FUS suppressor	7%	-2%	15%	-3%	-26%
aSyn rescue	0%	.	.	1%	.
EPAC2 antag	-7%	.	.	-7%	.
D3 ag	2	-18	-17	1	7

16: COc1ccc(N2CCN(C(=O)c3ccc(Br)cc3)CC2)c([N+](=O)[O-])c1
17: CCCN1CCN(CCCNC(=O)CN2C(=O)COc3ccccc32)CC1
18: CC(=O)Nc1ccc(NC(=O)C2CC(=O)N(C(C)C)C2)cc1 (stereo unspecified)
19: CC1CCCC(NC(=O)COC(=O)c2cccnc2Cl)C1C (stereo unspecified)
20: COc1ccc(N(Cc2cc3cccc(C)c3[nH]c2=O)S(=O)(=O)c2ccc(Cl)cc2)cc1

compound no.	16	17	18	19	20
Abeta yeast res	-81%[inhibitor]	6%	-1%	1%	-2%
TDP43 rescue	-68%[inhibitor]	-14%	13%	0%	-4%
D3 antag	-7	1	15	6	28
EPAC2 ag	16%	2%	2%	-3%	13%
FUS suppressor	40%	-7%	2%	-3%	-13%
aSyn rescue	-40%[inhibitor]	-1%	2%	23%	-12%
EPAC2 antag	-17%	-1%	5%	0%	0%
D3 ag	-1	5	4	-9	-4

21: COc1cccc(OC)c1NC(=O)CN1CCN(C)CC1
22: CCOc1ccc(N/C(SCc2cccc([N+](=O)[O-])c2)=C(/C#N)C(N)=O)cc1
23: O=C(CSc1ncnc2c1nnn2Cc1ccccc1)NC1CCCCC1
24: CC(=O)c1cccc(NC(=O)C2CCN(C(=O)c3ccccc3Cl)CC2)c1
25: Cc1cc(Cl)ccc1OCC(=O)NC(=S)Nc1ccccc1N1CCOCC1

compound no.	21	22	23	24	25
Abeta yeast res	-23%	?	1%	-14%	-5%
TDP43 rescue	-18%	?	2%	-5%	-26%
D3 antag	-2	?	-23	-12	-5
EPAC2 ag	13%	2%	-4%	14%	-6%
FUS suppressor	0%	35%	-11%	.	10%
aSyn rescue	-8%	19%	0%	-17%	3%
EPAC2 antag	0%	-13%	9%	14%	10%
D3 ag	-2	-13	0	-21	-7

26: CCOc1ccc(N(CC(N)=O)S(=O)(=O)c2ccc(F)cc2)cc1
27: COc1ccc(CCNC(=O)C2CCN(S(=O)(=O)c3cc(OC)ccc3OC)CC2)cc1
28: COc1ccc(NC(=O)CCc2ccccc2)cc1S(=O)(=O)N1CCOCC1
29: COc1cccc(/C=N/NC(=O)CNC(=O)c2ccco2)c1O
30: CC(C)CCNCC(O)CON=C1c2ccccc2-c2ccccc21 (stereo unspecified)

compound no.	26	27	28	29	30
Abeta yeast res	5%[9.22 µM]	15%	-7%	4%	-1%
TDP43 rescue	2%	2%	2%	10%	-3%
D3 antag	22	0	7	3	8
EPAC2 ag	0%	-83%[inhibitor][15.6 µM]	11%	11%	3%
FUS suppressor	-34%	11%	-16%	-12%	7%
aSyn rescue	-2%	0%	1%	4%	13%
EPAC2 antag	13%	0%	-3%	0%	3%
D3 ag	-2	3	1	1	-1

31: O=[N+]([O-])c1cc(Cl)ccc1-c1nc(-c2ccncc2)no1
32: CCCCn1nnnc1C(c1cccs1)N1CCN(C/C=C/c2ccccc2)CC1 (stereo unspecified)
33: O=C(CN(Cc1ccc2c(c1)OCO2)C(=O)CNS(=O)(=O)c1ccccc1)NCc1ccco1
34: COc1ccc(-n2c(SCC#N)nnc2-c2cccnc2)cc1
35: CCOC(=O)Cc1csc(NC(=O)CCCCCN2C(=O)c3ccccc3C2=O)n1

compound no.	31	32	33	34	35
Abeta yeast res	4%	-5%	14%	4%	2%
TDP43 rescue	0%	22%	-5%	5%	-9%
D3 antag	9	?	-24	-23	3
EPAC2 ag	8%	17%	-11%	-1%	7%
FUS suppressor	16%	-10%	-2%	4%	-1%
aSyn rescue	16%	-6%	-9%	2%	0%
EPAC2 antag	4%	4%	5%	1%	0%
D3 ag	0	-16	4	1	9

From compound 31 to 34, as listed above:
31: O=[N+]([O-])c1cc(Cl)ccc1-c1nc(-c2ccncc2)no1
32: CCCCn1nnnc1C(c1cccs1)N1CCN(C/C=C/c2ccccc2)CC1 (stereo unspecified)
33: O=C(CN(Cc1ccc2c(c1)OCO2)C(=O)CNS(=O)(=O)c1ccccc1)NCc1ccco1
34: COc1ccc(-n2c(SCC#N)nnc2-c2cccnc2)cc1

compound no.	31	32	33	34
Abeta yeast res	4%	-5%	14%	4%
TDP43 rescue	0%	22%	-5%	5%
D3 antag	9	?	-24	-23
EPAC2 ag	8%	17%	-11%	-1%
FUS suppressor	16%	-10%	-2%	4%
aSyn rescue	16%	-6%	-9%	2%
EPAC2 antag	4%	4%	5%	1%
D3 ag	0	-16	4	1

More compounds:
36: CC(C)C(NC(=O)c1cccc(S(=O)(=O)N2CCOCC2)c1)C(=O)NCCc1ccccn1 (stereo unspecified)
37: O=C(CCNC(=O)c1ccc(Cl)cc1)NCc1ccccc1Cl
38: Cc1nc(N2CCN(S(=O)(=O)c3ccccc3)CC2)c2c3c(sc2n1)CC(C)CC3 (stereo unspecified)
39: Cc1ccc(C)c(CNC(=O)c2ccc3c(c2)nc2n3CCOC2)c1
40: CCOc1ccc(CCNC(=O)Cn2nc(-c3ccc(C)cc3)ccc2=O)cc1OCC

compound no.	36	37	38	39	40
Abeta yeast res	4%	0%	-5%	-2%	6%
TDP43 rescue	0%	1%	0%	-1%	4%
D3 antag	-4	-22	-7	.	.
EPAC2 ag	-2%	2%	4%	.	.
FUS suppressor	2%	16%	.	-7%	31%
aSyn rescue	-2%	-14%	-3%	.	.
EPAC2 antag	-8%	-2%	5%	.	.
D3 ag	1	-11	-2	-6	-4

41: O=C1/C(=C\c2ccccc2)CCC/C1=C/c1ccccc1
42: CCOC(=O)Cc1nc(-c2ccccc2)n[nH]1
43: CN(CC(=O)Nc1ccccc1Cl)C(=O)CSc1ncc(C(F)(F)F)cc1Cl
44: O=C(NN=Cc1ccccc1Cl)c1cccc2ccccc12
45: O=C(NCCc1nnc2ccc(SCC(=O)N3CCCC3)nn12)c1ccc(F)cc1

compound no.	41	42	43	44	45
Abeta yeast res	-22%	-24%	13%	11%	-15%
TDP43 rescue	17%	-15%[9.22 µM]	10%	4%	6%
D3 antag	2	-24	4	1	-12
EPAC2 ag	10%	13%	-8%	-2%	17%
FUS suppressor	.	2%	.	.	15%
aSyn rescue	-25%	-4%	4%	2%	-7%
EPAC2 antag	-3%	8%	-2%	-16%	-2%
D3 ag	-13	12	5	-1	-1

46: COC(=O)c1sccc1NC(=O)c1ccc(C)cc1
47: Cc1ccc(C)c(SCC(=O)OCC(=O)N2CC(C)OC(C)C2)c1 (stereo unspecified)
48: Cc1nc2ccccn2c(=O)c1NC(=O)COc1ccccc1
49: CCOC(=O)c1c(-c2ccco2)csc1NC(=O)CSc1nnc(N)s1
50: COc1ccc(-c2noc(CN3CCCC(OCc4ccccn4)C3)n2)cc1 (stereo unspecified)
51: CC1CCCCN1C(=O)CSc1nnc(-c2ccco2)n1CC1CCCO1 (stereo unspecified)
52: COc1ncccc1C(=O)N1CCCC(N2CCN(c3cccc(Cl)c3)CC2)C1 (stereo unspecified)

compound no.	46	47	48	49	50	51	52
Abeta yeast res	-4%	24%	-7%	-10%	2%	-3%	-8%
TDP43 rescue	3%	-3%	4%	-17%	5%	-14%	-19%
D3 antag	18	-1	-24	11	23	3	-21
EPAC2 ag	5%	-1%	0%	0%	17%	7%	13%
FUS suppressor	-12%	1%	7%	19%	-10%	-1%	15%
aSyn rescue	-6%	1%	0%	0%	3%	2%	-4%
EPAC2 antag	7%	-3%	5%	9%	-5%	0%	6%
D3 ag	3	2	-10	14	-7	17	-1
